Source: PubChem BioAssay
SR-BI HDL uptake = blocks mouse SR-BI lipid uptake from DiI-HDL. ldlA[mSR-BI] CHO cells, DiI-HDL uptake fluorescence, 3 h. inhibition, % at 12.5 µM. 0.96% of 320,000 active. AID 488896;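 active = mean replicate inhibition of at least 70% and a set share of replicates each scoring 70 or more; inconclusive = meets just one of the two criteria; inactive = fails both criteria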;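 also: 0% = median of neutral control wells and 100% = median of positive control wells; values of inactives mirror those of a sister screen read the other way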
CDK5 inh = blocks human CDK5/p35 kinase activity. AID 488839. Q00535+Q15078. inhibition, % at 10 µM. 0.01% of 330,000 active. Recombinant CDK5/p35, ADP-Glo luminescence, 60 min;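 active = highest replicate inhibition of at least 50% and at least 75% of replicates reaching 50%; inconclusive = only one of the two criteria met; inactive = both criteria failed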;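 also: plate controls were DMSO neutral control for no effect and GW8510 at 10 µM for full effect; many of its hits are not listed in these tables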
Mot1-301 SUMO = inhibitors of SUMOylation pathway: yeast Mot1-301 growth rescue; S. cerevisiae Mot1-301 growth rescue, ATP luminescence, 38.5C; percent above DMSO median, 100 means doubled; growth rescue, % at 18.8 µM; 1% of 320,000 active; AID 2716;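 active = every valid replicate shows activation above 250% relative to neutral control wells; inactive = the rest, any valid replicate at or below 250%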;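 also: OY570 slx delta 5 strain wells were the positive control but not used for scaling; some compounds called inactive have numbers as strong as hits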
Pemphigus Ab inh = blocks pemphigus antibody binding to human desmoglein-3. DSG3-coupled beads, scFv-anti-DSG3-GFP binding, flow cytometry; stronger effect = lower value. binding (percent of control), % at 10 µM. 0.48% of 310,000 active;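 active = binding more than 3 SD below its plate's average and above zero; inconclusive = below that plate limit but binding exactly zero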;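 also: hits lower antibody fragment binding to DSG3; some compounds called inactive have numbers as strong as hits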
dFosB activator = enhances mouse delta FosB homodimer DNA binding; 0.99% of 340,000 active; P13346; purified delta FosB, TAMRA-CDK5 oligo fluorescence polarization; percent of positive-control signal above neutral wells; activation, % at 25 µM; AID 493131;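 active = mean activation above about 17%, with every replicate also reaching it, limit read from the data, passing the limit was not always enough; inconclusive = only one of the two conditions met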;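 also: fluorescence polarization rise as delta FosB binds a TAMRA Cdk5 AP-1 oligo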
MITF TRPM1 HTS = activators of MITF-driven TRPM1 promoter activity in SK-MEL-5 cells | SK-MEL-5 TRPM1-promoter luciferase, 24 h; % of positive control, neutral wells = 0 | activation, % at 12.5 µM | 0.75% of 300,000 active;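 active = mean activation of at least 80% with every replicate also reaching 80%; inconclusive = mean reaches 80% but some replicate falls short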;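 also: 0% = neutral control wells and 100% = parthenolide positive control wells; values of inactives mirror those of a sister screen read the other way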
SR-BI DiI-HDL act = enhances SR-BI lipid uptake from DiI-HDL; CHO ldlA[mSR-BI] cells, DiI-HDL uptake fluorescence, 3 h; 100 = double the neutral-control signal; activation, % at 12.5 µM; 0.096% of 320,000 active; AID 504775;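 active = mean replicate activation of at least 60% and every replicate at or above 60%; inconclusive = mean or all-replicate condition met, but not both; inactive = mean below 60% and not all replicates reaching 60%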;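 also: 0% = median plate neutral-control signal and 100% = twice that signal; values of inactives mirror those of a sister screen read the other way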
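Assay system: CHO ldlA[mSR-BI] cells, LDL receptor-null, SR-BI overexpressing; medium: Ham's F12 with 0.5% BSA, HEPES 25 mM, pH 7.4; also added: DiI-HDL 10 µg/mL; timing: 3 h uptake period with compound, 37 °C; signal: DiI fluorescence, bottom read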
PKA-R2B act = activates the human PKA-R2B holoenzyme complex; P22694+P31323; PKA-R2B holoenzyme dissociation, Cy5-IP20 fluorescence polarization; R2B truncated from residue 108, S112A mutant; 0% DMSO only, 100% 113 µM cGMP; activation, % at 11.4 µM; 0.079% of 340,000 active;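 active = activation above a cutoff set at the mean over all compounds plus 3 SD, cut at about 18% in these data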;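 also: higher means more holoenzyme dissociation and a rise in polarization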
Arr AP2 block = inhibitors of human beta-arrestin and AP2 interaction; FITC-arrestin peptide / GST-AP2 beads, flow cytometry; AP2 beta2 appendage carries R879A mutation; inhibition, % at 10 µM; 0.31% of 340,000 active;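 active = inhibition above a set limit, near 3 SD of compounds lacking own fluorescence, cut at about 54% in these data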;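 also: plate controls were DMSO wells for no effect and 5 µM unlabelled arrestin peptide for full effect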
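test system = AP2 appendage R879A on GSH beads | buffer or medium = PBS plus Tween 20 (0.05%) and BSA (0.1%) | incubation = 12 min plus 1 h, RT | detection = bead flow cytometry, FITC channel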
NSD2 HMT inh = blocks human histone methyltransferase NSD2; NSD2 peptide methylation, AlphaScreen, 120 min; O96028; 0.54% of 310,000 active; inhibition, % at 12.5 µM; in the data active = inhibition above about 50%
Target sequence (O96028 whole entry, looked up): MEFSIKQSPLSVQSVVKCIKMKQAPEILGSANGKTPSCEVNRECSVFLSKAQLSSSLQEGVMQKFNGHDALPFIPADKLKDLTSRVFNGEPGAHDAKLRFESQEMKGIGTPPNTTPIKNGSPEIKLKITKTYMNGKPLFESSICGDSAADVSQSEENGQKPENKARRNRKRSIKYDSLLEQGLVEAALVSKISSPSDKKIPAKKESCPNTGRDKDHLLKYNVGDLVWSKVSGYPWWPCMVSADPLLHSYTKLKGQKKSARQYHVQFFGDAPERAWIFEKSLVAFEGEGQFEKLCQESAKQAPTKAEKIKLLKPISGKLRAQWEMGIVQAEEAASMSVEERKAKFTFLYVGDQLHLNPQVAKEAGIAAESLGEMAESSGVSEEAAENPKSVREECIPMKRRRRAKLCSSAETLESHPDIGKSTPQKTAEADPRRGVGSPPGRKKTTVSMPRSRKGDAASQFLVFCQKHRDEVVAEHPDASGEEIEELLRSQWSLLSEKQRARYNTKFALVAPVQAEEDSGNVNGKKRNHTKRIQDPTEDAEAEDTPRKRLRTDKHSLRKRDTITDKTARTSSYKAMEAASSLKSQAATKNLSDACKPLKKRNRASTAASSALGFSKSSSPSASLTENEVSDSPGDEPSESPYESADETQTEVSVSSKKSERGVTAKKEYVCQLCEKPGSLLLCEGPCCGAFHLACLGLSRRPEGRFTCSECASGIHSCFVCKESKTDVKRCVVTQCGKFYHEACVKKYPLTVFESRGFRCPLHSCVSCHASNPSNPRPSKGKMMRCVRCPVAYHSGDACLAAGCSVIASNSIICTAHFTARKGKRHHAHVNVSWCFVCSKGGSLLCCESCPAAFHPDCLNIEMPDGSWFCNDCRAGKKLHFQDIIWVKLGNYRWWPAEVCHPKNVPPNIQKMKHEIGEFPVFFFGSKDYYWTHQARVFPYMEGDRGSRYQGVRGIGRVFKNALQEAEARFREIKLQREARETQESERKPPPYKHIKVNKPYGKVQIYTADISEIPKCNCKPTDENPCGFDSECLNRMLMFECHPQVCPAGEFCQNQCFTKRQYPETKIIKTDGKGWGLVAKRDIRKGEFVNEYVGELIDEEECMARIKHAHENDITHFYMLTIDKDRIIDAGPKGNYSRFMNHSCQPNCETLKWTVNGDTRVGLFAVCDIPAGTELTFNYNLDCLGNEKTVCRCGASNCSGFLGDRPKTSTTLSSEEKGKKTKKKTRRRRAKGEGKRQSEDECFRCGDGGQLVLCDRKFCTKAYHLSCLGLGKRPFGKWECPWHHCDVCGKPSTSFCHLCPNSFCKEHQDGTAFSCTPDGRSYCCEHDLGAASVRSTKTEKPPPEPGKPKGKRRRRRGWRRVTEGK
PKA-R1A activ = PKA-R1A complex activation | P00514+P68181 | PKA-R1A dissociation, Cy5-IP20 fluorescence polarization; scaled: DMSO 0%, 113 µM cGMP 100% | activation, % at 11.4 µM | 0.083% of 340,000 active | AID 504707;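 active = percent activation above the mean of all tested compounds plus 3 SD, cut at about 19% in these data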;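 also: higher means more PKAc released from R1A so a rise in polarization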
The depositor's hits bear a star; ? = inconclusive; nt = no result given. Outcome played no part in choosing rows (roughly 4.7% active in at least one column).

SR-BI DiI-HDL act	CDK5 inh	PKA-R1A activ	Mot1-301 SUMO	Arr AP2 block	PKA-R2B act	NSD2 HMT inh	Pemphigus Ab inh	MITF TRPM1 HTS	dFosB activator	SR-BI HDL uptake	SMILES
-41	-3.6	-1	-7	50	10	-1	98	-2	-2	41	COc1ccccc1N(C(=O)CN1C(=O)c2ccccc2S1(=O)=O)C(C(=O)NCC1CCCO1)c1ccc(F)cc1 (configuration not stated)
10	-0.3	-5	nt	-13	-2	4	98	-15	3	-10	O=C(CNC(=O)c1ccc(Br)cc1)NCCc1nc2ccccc2[nH]1
34	0.9	9	51	24	1	4	112	-18	-6	-34	Cc1ccc2nsnc2c1N
nt	0.2	-7	-3	8	-6	0	97	nt	-5	nt	O=C1CC(c2cccs2)Cc2nc(NC(=O)C3CC3)ncc21 (configuration not stated)
-10	1.9	-5	9	-10	-3	-1	nt	-2	12	10	COc1ccccc1NC(=O)c1ccc(NC(=O)CSc2nc(N)cc(=O)[nH]2)cc1
13	-0.6	15	-30	6	-5	1	nt	nt	1	-13	COc1ccc(OC)c(Nc2cc(C)nc3ccccc23)c1
15	-0.8	-1	17	-14	-4	4	102	4	-5	-15	O=C(CCNS(=O)(=O)c1ccccc1)N1CCC(Cc2ccccc2)CC1
-66	1.4	-1	122	5	-8	0	105	16	9	66	Cc1nn(-c2ccccc2)c(Cl)c1/C=N/Nc1nc2ccccc2[nH]1
16	0.3	-9	3	-12	-8	-1	102	4	-12	-16	CCn1cc(CN2CCC(n3nccc3NC(=O)c3ccccc3C)CC2)cn1
16	-2.6	-4	-2	-5	-1	1	102	3	0	-16	CCOC(=O)N1CCN(Cc2nc3c(c(=O)[nH]c(=O)n3C)n2Cc2ccccc2C)CC1
-4	-0.1	4	1	-2	-9	nt	103	nt	-3	4	C[N+]1(CC(=O)Nc2ccccc2Cl)CCN(C(=O)c2cccs2)CC1
0	-1.2	7	-6	-4	-5	1	95	0	0	0	CC1CN(C(C)C(=O)NC(c2ccccc2)c2ccccc2)CC(C)O1 (configuration not stated)
5	1.4	2	7	9	9	nt	101	nt	-5	-5	Cc1ccc(-n2ncc3c(N4CCC5(CC4)OCCO5)ncnc32)c(C)c1
-10	0.7	-1	nt	5	0	-2	99	-84	-1	10	CNC(=O)c1nnsc1S(=O)(=O)c1ccc(Cl)cc1
-31	-0.5	6	-7	0	-8	-1	91	-46	-8	31	CCOc1ccc(OCc2cccc(C(=O)N3CCCCCC3)c2)cc1
15	nt	13	-12	3	-3	-1	nt	4	-9	-15	CCCc1[nH]nc2c1C(c1ccc(OC)cc1OC)C(C#N)=C(N)O2 (configuration not stated)
7	0.1	5	18	-9	-1	-2	97	-12	3	-7	CCOC(=O)C1CCCN(C(=S)NC2CCCCC2)C1 (configuration not stated)
-68	0.2	-8	1	12	-3	1	nt	-14	-7	68	CC(=O)c1ccc(N2CCN(C(=O)C(=O)c3cn(CC(=O)N4CCCCCC4)c4ccccc34)CC2)cc1
10	-3.4	-6	-10	17	7	0	100	-5	-7	-10	Cc1ccc(CNCC(=O)Nc2cccc(S(=O)(=O)NC3=NCCCCC3)c2)cc1
19	-1.0	0	548	2	-6	-2	97	6	-6	-19	O=C(COC(=O)CNC(=O)c1ccccc1)Nc1ccc2c(c1)OCO2
-1	-0.1	4	0	10	-7	10	105	nt	-5	1	Cc1ccc(/C=c2/sc3n(c2=O)CCCN=3)o1
5	-2.0	-4	-5	-3	3	-1	97	-6	-8	-5	CC(C)CC1=NN(C(=O)c2cccnc2)C(O)(C(F)(F)F)C1 (configuration not stated)
12	-0.2	8	48	41	-1	-2	99	-1	-10	-12	O=C(NNC(=O)c1ccc(Cn2cccn2)o1)NC12CC3CC(CC(C3)C1)C2
38	-0.6	6	-14	8	2	0	99	nt	2	-38	O=S(=O)(c1ccc(S(=O)(=O)n2cnc3ccccc32)cc1)N1CCCCCC1
-16	2.2	-2	21	9	-4	0	107	4	-2	16	CCC(C)NC(=O)COC(=O)c1cccnc1Nc1ccccc1F (configuration not stated)
16	-1.1	-3	-18	-1	-10	23	98	-1	-4	-16	Cn1c2c(c(=O)n(C)c1=O)C(NC(=O)C(C)(C)C)(C(F)(F)F)C(=O)N2 (configuration not stated)
nt	0.1	3	12	4	9	-4	110	-2	-3	-12	C(=N\c1nc2ccccc2n1CCN1CCOCC1)/c1cccs1
-20	0.2	7	9	4	-10	1	101	-9	-5	20	COc1ccc(OCCNS(=O)(=O)c2ccc3oc4ccccc4c3c2)cc1
8	0.9	-8	-11	-1	-6	0	82	-3	1	-8	CCOC(=O)/C(=C/c1ccco1)NC(=O)c1ccc(Br)o1
9	0.5	-8	-15	4	-1	23	155	-9	?	-9	CCN(CC)c1ccc(C=C2C(=O)OC3(CCCC3)OC2=O)cc1
6	0.0	-14	-31	17	3	-3	98	-10	-10	-6	CC1(C)CC(=O)C2=C(C1)NC(=O)NC2c1ccccc1 (configuration not stated)
9	-0.4	4	-11	4	3	-1	108	1	-17	-9	CCCCn1c(N)c(N(CC(C)C)C(=O)CSCc2ccc(Cl)c(Cl)c2)c(=O)[nH]c1=O
nt	-0.4	-3	2	-9	0	3	97	-4	-5	nt	COc1ccc(Cl)cc1NC(=O)c1noc2c1CCCC2
16	0.1	7	-12	3	-8	-3	107	-9	0	-16	CCOC(=O)C1=C(C)NC(=O)NC1c1ccc2c(c1)OCO2 (configuration not stated)
-13	0.2	-12	0	-9	-10	-4	104	-64	-11	13	CC(Oc1ccc(F)cc1)C(=O)Nc1nc(-c2ccccn2)cs1 (configuration not stated)
5	0.1	-4	11	17	0	-10	100	18	-4	-5	O=C(COc1ccccc1[N+](=O)[O-])N/N=C/c1ccccn1
-25	-3.3	1	20	-5	-21	22	100	-6	3	25	Nn1c(Cc2cccc3ccccc23)nnc1SCc1ccc(Cl)c(Cl)c1
1	2.2	-8	-10	26	11	-2	106	-7	-3	-1	S=C(Nc1ccc(Oc2ccccc2)cc1)NC1CCCCCC1
nt	0.0	-9	-19	7	1	2	100	7	-2	nt	Cc1cc(C)cc(NC(=O)C2CC(=O)n3ncnc3N2)c1 (configuration not stated)
6	-1.7	-1	nt	-1	3	1	100	-4	0	-6	CC1CC(OC(=O)C2CCN(S(=O)(=O)c3ccc(F)cc3)CC2)C(=O)O1 (configuration not stated)
0	0.3	-10	-33	-10	1	3	nt	nt	-1	0	COc1cc(C=NNC(=O)c2ccccc2NS(=O)(=O)c2cccs2)cc(OC)c1O

Eleven neighbouring records already listed, quoted:
SR-BI DiI-HDL act	CDK5 inh	PKA-R1A activ	Mot1-301 SUMO	Arr AP2 block	PKA-R2B act	NSD2 HMT inh	Pemphigus Ab inh	MITF TRPM1 HTS	dFosB activator	SR-BI HDL uptake	SMILES
6	0.0	-14	-31	17	3	-3	98	-10	-10	-6	CC1(C)CC(=O)C2=C(C1)NC(=O)NC2c1ccccc1 (configuration not stated)
9	-0.4	4	-11	4	3	-1	108	1	-17	-9	CCCCn1c(N)c(N(CC(C)C)C(=O)CSCc2ccc(Cl)c(Cl)c2)c(=O)[nH]c1=O
nt	-0.4	-3	2	-9	0	3	97	-4	-5	nt	COc1ccc(Cl)cc1NC(=O)c1noc2c1CCCC2
16	0.1	7	-12	3	-8	-3	107	-9	0	-16	CCOC(=O)C1=C(C)NC(=O)NC1c1ccc2c(c1)OCO2 (configuration not stated)
-13	0.2	-12	0	-9	-10	-4	104	-64	-11	13	CC(Oc1ccc(F)cc1)C(=O)Nc1nc(-c2ccccn2)cs1 (configuration not stated)
5	0.1	-4	11	17	0	-10	100	18	-4	-5	O=C(COc1ccccc1[N+](=O)[O-])N/N=C/c1ccccn1
-25	-3.3	1	20	-5	-21	22	100	-6	3	25	Nn1c(Cc2cccc3ccccc23)nnc1SCc1ccc(Cl)c(Cl)c1
1	2.2	-8	-10	26	11	-2	106	-7	-3	-1	S=C(Nc1ccc(Oc2ccccc2)cc1)NC1CCCCCC1
nt	0.0	-9	-19	7	1	2	100	7	-2	nt	Cc1cc(C)cc(NC(=O)C2CC(=O)n3ncnc3N2)c1 (configuration not stated)
6	-1.7	-1	nt	-1	3	1	100	-4	0	-6	CC1CC(OC(=O)C2CCN(S(=O)(=O)c3ccc(F)cc3)CC2)C(=O)O1 (configuration not stated)
0	0.3	-10	-33	-10	1	3	nt	nt	-1	0	COc1cc(C=NNC(=O)c2ccccc2NS(=O)(=O)c2cccs2)cc(OC)c1O
